Cav3 T inh: blocks human Cav3.2 T-type calcium channel. O95180. B-score at 10 µM. 100,000 compounds, 4% hits. AID 449739. Cav3.2-expressing cells, Fluo-4 calcium fluorescence FDSS; stronger effect = lower value;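 active means single-dose well whose peak fluorescence ratio is a statistical outlier from its plate by either plate-standardised score or position-corrected B-score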
Target sequence (O95180 whole entry, looked up): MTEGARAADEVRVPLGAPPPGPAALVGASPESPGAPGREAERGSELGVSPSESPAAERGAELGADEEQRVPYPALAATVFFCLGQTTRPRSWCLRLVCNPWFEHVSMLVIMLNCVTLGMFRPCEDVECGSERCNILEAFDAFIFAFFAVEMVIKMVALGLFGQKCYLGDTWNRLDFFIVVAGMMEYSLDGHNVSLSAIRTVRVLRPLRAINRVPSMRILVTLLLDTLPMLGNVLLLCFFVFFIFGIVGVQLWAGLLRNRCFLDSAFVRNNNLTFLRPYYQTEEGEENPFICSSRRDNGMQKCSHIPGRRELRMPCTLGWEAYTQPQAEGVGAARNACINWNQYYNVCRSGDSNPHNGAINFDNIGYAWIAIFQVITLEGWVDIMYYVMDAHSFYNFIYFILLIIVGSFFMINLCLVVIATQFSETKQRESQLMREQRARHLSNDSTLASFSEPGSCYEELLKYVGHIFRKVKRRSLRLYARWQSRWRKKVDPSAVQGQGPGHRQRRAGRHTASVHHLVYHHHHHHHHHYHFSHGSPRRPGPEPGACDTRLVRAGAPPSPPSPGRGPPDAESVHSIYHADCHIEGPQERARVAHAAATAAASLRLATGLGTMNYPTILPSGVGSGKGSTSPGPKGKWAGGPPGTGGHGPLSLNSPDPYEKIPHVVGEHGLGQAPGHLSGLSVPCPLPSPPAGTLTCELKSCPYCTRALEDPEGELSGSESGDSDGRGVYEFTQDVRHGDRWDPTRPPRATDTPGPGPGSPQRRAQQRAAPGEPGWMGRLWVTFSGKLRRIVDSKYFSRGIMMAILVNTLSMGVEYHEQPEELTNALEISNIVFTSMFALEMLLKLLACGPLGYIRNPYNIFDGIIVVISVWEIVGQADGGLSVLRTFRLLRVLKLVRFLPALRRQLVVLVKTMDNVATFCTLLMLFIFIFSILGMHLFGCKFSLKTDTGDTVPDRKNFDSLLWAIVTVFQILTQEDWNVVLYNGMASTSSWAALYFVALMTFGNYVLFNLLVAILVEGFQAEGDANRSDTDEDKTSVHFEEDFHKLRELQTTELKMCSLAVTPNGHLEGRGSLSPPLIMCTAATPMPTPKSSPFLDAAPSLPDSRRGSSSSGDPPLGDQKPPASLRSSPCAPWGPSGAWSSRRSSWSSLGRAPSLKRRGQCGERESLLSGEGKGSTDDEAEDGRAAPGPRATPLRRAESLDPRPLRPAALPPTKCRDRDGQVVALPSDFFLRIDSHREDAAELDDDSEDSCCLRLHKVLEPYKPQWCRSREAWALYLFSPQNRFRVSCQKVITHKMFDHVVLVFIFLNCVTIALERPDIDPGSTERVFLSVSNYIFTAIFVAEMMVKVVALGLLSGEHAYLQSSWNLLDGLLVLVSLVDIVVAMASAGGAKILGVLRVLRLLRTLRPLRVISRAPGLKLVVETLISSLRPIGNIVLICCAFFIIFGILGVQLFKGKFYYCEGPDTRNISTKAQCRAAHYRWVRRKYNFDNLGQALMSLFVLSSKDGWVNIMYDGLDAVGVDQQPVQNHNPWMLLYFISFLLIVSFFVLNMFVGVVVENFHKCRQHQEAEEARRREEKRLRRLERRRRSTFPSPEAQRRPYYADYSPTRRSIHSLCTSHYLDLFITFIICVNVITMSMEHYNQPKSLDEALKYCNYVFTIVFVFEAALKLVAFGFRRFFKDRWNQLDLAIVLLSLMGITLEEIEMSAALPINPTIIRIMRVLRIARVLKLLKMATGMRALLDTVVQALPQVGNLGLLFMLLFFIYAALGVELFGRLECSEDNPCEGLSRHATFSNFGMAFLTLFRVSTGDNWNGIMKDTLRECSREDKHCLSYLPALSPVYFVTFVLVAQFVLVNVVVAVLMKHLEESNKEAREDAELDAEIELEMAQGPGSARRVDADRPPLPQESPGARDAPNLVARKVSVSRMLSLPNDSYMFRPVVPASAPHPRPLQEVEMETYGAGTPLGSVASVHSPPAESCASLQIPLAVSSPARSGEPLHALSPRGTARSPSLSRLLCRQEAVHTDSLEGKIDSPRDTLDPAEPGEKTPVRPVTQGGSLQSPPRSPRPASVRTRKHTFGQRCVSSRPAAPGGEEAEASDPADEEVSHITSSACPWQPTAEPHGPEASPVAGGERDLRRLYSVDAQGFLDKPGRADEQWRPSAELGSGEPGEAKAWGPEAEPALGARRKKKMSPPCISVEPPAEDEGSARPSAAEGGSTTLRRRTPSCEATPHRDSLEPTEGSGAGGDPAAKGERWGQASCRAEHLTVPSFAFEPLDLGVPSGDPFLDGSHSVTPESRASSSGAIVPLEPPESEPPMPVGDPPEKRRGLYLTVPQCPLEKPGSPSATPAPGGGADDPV
* = called active by the depositor.

SMILES	Cav3 T inh
CN(Cc1ccccc1)Cc1nc2c(c(=O)n(C)c(=O)n2C)n1Cc1ccccc1Cl	-2.6
Cc1ccc2cc(CN(Cc3nnnn3C3CCCCC3)CC3CCCO3)c(=O)[nH]c2c1 (stereo not given)	-2.6*
CCCn1c2c(c(O)c(C(=O)Nc3ncccc3O)c1=O)CCCC2	0.18
COc1ccc2[nH]c(=O)c(CN(CCc3ccccc3)C(C)=O)cc2c1	0.18
COC(=O)c1ccc(Oc2coc3cc(OCc4cnn(-c5ccccc5)c4)ccc3c2=O)cc1	0.4
Cc1cc(NC(=O)CSc2nc3ccccc3c(=O)n2-c2ccccc2)no1	0.21
CC1CC(=O)Nc2ccccc2N1S(=O)(=O)c1ccc(Br)cc1 (stereo not given)	-0.077
CC1Cc2cc(/C(O)=C3/C(=O)C(=O)N(Cc4ccco4)C3c3cccs3)ccc2O1 (stereo not given)	-0.98
CN=c1scc(C)n1/N=C/c1ccc2c(c1)OCO2	-4*
Cc1nc(-c2ccccn2)sc1C(=O)Nc1ccc(Cl)c(Cl)c1	-1.2
CCCCS(=O)(=O)c1sc2nc(C)cc(C)c2c1N	0.24
COC(=O)c1c(F)c(F)c(NCCO)c(F)c1F	0.24
CCCc1nnc(NC(=O)CN2C(=O)c3ccccc3C2=O)s1	0.0059
CN(C1CCCCC1)S(=O)(=O)c1ccc(NC(=O)c2ccco2)cc1	-2
CCN1CCN(C(c2nnnn2Cc2ccc3c(c2)OCO3)C(C)C)CC1 (stereo not given)	0.15
Cc1ccc2nc(NC(=O)C3CCCN(S(=O)(=O)c4cccc5nsnc45)C3)sc2c1 (stereo not given)	-3.1
CCn1c(COc2ccc(OC)cc2)nnc1SCC(=O)Nc1cc(OC)ccc1OC	-0.69
CCCCN1C(=O)c2ccc(C(=O)Nc3cccc(C)c3C)cc2C1=O	0.098
Cc1csc(NC(=O)C2CCCN(S(=O)(=O)c3cccnc3)C2)n1 (stereo not given)	0.22
Cc1ccc(NC(=O)C2CC(=O)NC(N3CCCCC3)=N2)cc1Cl (stereo not given)	-0.033
O=C(OCC(=O)N1CCC(Cc2ccccc2)CC1)c1ccc[nH]c1=O	0.46
CCOc1ccc(-c2nnc(NC(=O)c3ccc(OCC(C)C)c(OC)c3)o2)cc1	-4.2*
CC(NC(=O)C(=O)NN=C1CCCCCCC1)c1ccccc1 (stereo not given)	-0.075
COc1ccccc1N1CCc2c(C)nc3c(OC)cccc3c21	0.3
COc1ccc(NC(=O)Nc2c(C)n(-c3ccccc3)c(=O)n2C)cc1OC	0.0048
COc1ccc(CNC(=O)CN(CC2CCCO2)C(=O)CNS(=O)(=O)c2ccc(F)cc2)cc1 (stereo not given)	-6.2*
Cc1ccc(NC(=O)c2ccc3c(c2)N(CC(=O)N2CCCCC2)C(=O)C(C)(C)O3)cc1	1.7
Cc1cc2nc3n(c2cc1C)CC1CC(C(=O)NCc2ccco2)N(C)C31 (stereo not given)	-0.054
COc1ccccc1NC(=O)C1=C(C)Nc2nc(CCCO)nn2C1c1cccnc1 (stereo not given)	-0.56
CC(=O)C1=C(O)C(=O)N(CCNCCO)C1c1ccccc1 (stereo not given)	0.74
Cc1cccc(C)c1NC(=O)CSc1nc(COc2ccccc2)nc2ccccc12	-2
ON1C(c2ccccc2)CC2(O)c3nonc3CCC12 (stereo not given)	0.36
Cn1c(/C(C#N)=C(\O)CN2CCN(Cc3ccccc3)CC2)nc2ccccc21	-2.4
C#CCOC(=O)CCC(=O)NCCc1ccccc1	-0.43
O=C(Cn1nnc(-c2ccc(CN3CCOCC3)cc2)n1)Nc1nc(-c2ccccc2)cs1	0.079
Cc1cc(C)c2nc(NC(=O)c3cc(C)on3)sc2c1	0.86
O=C(CNC(=O)c1ccco1)OCC(=O)c1ccc2c(c1)CCCC2	-0.14
O=S(=O)(Cc1ccccc1)/C1=C(\N2CCOCC2)CCCCCC1	0.01
CCN1CCN(C(c2ccccn2)c2c(NC(=O)c3ccccc3)sc(C)c2C)CC1 (stereo not given)	0.13
Cc1ccc2nc(SCC(=O)N3CCCC3)[nH]c2c1	-0.058
COc1cccc(OCCCCCN2CCOCC2)c1	-2.5
c1ccc(NC2=NCCCCS2)cc1	0.21
CCCCn1c(-c2ccccc2)nc2c(=O)n(C)c(=O)[nH]c21	-1.7
CCOCCn1c(SCC(=O)OCc2ccccc2)nc2c1c(=O)[nH]c(=O)n2C	1.1
O=C(/C=N\O)NCCCNCc1ccccc1	1.2
O=C(Nc1c(F)cc(F)cc1Br)c1ccco1	0.27
O=CN/C=C/c1cc(O)ccc1O	0.66
COC(=O)c1[nH]c2cccc(OC)c2c1NC(=O)CCN1CCC(C(N)=O)CC1	-0.22
CC12CCC(C(=O)NCc3ccc4c(c3)OCO4)(C(=O)C1=O)C2(C)C (stereo not given)	0.39
N#CCC(=O)NCC1(c2ccccc2)CCCC1	-0.048
O=C1COc2ccc(-c3csc(NCC4CCCO4)n3)cc2N1 (stereo not given)	-1.6
N#Cc1ncc(C(F)(F)F)cc1Sc1ccccc1N	-1
O=C(COC(=O)c1ccccc1NC(=O)c1ccco1)NCc1ccc2c(c1)OCO2	0.21
O=C(CCN1C(=O)COc2ccccc21)NCCC1=CCCCC1	0.22
CC(NC(=O)Cc1cccs1)c1ccc2c(c1)OCO2 (stereo not given)	1.4
COC(=O)CSC1=C(C#N)C(c2ccsc2)CC(=O)N1 (stereo not given)	0.98
COc1ccccc1/C=N/NC(=O)CC(=O)Nc1ccc(Cl)c(Cl)c1	-5.3*
O=C(NCCO)c1ccc2c(c1)S(=O)(=O)c1ccccc1C2=O	0.42
COc1ccccc1CNC(=O)/C=C/c1cc2c(cc1Br)OCO2	0.071
Cn1c2ccccc2c2cc(C(=O)N3CCOCC3)sc21	0.6
(cont.)
SMILES	Cav3 T inh
CCCCc1nnc(NC(=O)CSc2nc(=O)cc(N)n2-c2ccccc2)s1	0.47
CSCC[C@H](NC(=O)OC(C)(C)C)C(=O)N1CCC(C(=O)N[C@H](C(=O)O)C(C)C)CC1	1.1
OCCSc1nnc(Nc2ccccc2)s1	0.64
COc1cccc(C(=O)/C=C/Nc2cccc(O)c2)c1	-2.1
Cc1cc(=O)[nH]c(SCc2cc(=O)n3nc(C)sc3n2)n1	0.52
COc1ccccc1C(=O)N(Cc1ccco1)C1CCS(=O)(=O)C1 (stereo not given)	-1.3
COc1ccc(S(=O)(=O)N2CCC(C(=O)Nc3c(F)cccc3F)CC2)cc1	0.91
Nc1ccc(-n2nncc2-c2ccc(Cl)cc2)cc1	0.68
Cc1cc(OC(=O)c2ccc(Cl)cc2)cc(=O)n1C	1.1
COc1ccccc1OCc1csc(NC(=O)c2ccco2)n1	-1.1
O=C1c2ccccc2C(=O)N1CCSc1ccccc1	-0.55
CCc1nc(N[C@@H](Cc2c[nH]c3ccccc23)C(=O)O)c2oc3ccccc3c2n1	0.68

Fetched by compound from the list above:
SMILES	Cav3 T inh
Cc1cc(NC(=O)CSc2nc3ccccc3c(=O)n2-c2ccccc2)no1	0.21
Cc1cc(OC(=O)c2ccc(Cl)cc2)cc(=O)n1C	1.1
Cc1nc(-c2ccccn2)sc1C(=O)Nc1ccc(Cl)c(Cl)c1	-1.2
Cc1cccc(C)c1NC(=O)CSc1nc(COc2ccccc2)nc2ccccc12	-2
ON1C(c2ccccc2)CC2(O)c3nonc3CCC12 (stereo not given)	0.36

New compounds follow:
SMILES	Cav3 T inh
COC(=O)c1ccsc1NC(=O)CN1C(=O)CCC1=O	0.7
COCCn1c(SCC(=O)N2CCCc3ccccc32)nc2cccnc21	0.97
COc1ccc(CCNC(=O)Cc2cc(OCc3ccccc3)c(OC)cc2[N+](=O)[O-])cc1OC	0.35
Cc1cc(=O)[nH]c(SCc2nnc(-c3ccccc3)o2)n1	0.72
CCOC(=O)COn1c(=O)c(-c2ccco2)[n+]([O-])c2ccccc21	-0.25
Cc1nn(-c2ccc(F)cc2F)c2c1-c1nc(N3CCCC3)ncc1CC2	-0.54
O=C(CCn1cnc2ccccc2c1=O)Nc1ccc2c(c1)OCCO2	0.84
Cc1cc(C)c(C#N)c(N2CCN(CCOc3ccc(Cl)cc3)CC2)n1	-2.2
Cc1ccc(NC(=O)CSc2nc3ccccc3c(=O)n2CCCC(=O)N2CCCC2)cc1	-0.018
CCn1c(C)nc2cc(C(=O)OCCC(F)(F)F)ccc21	0.83
COc1ccc(-c2nc(-c3ccccc3)c(-c3cc([N+](=O)[O-])ccc3C)[nH]2)cc1OC	-1.3
COc1ccccc1NC(=O)N1CCc2[nH]c3ccc(F)cc3c2C1	-4.2*

Grouped by structure: the entries above containing a furan ring, fused or not.
SMILES	Cav3 T inh
CC1Cc2cc(/C(O)=C3/C(=O)C(=O)N(Cc4ccco4)C3c3cccs3)ccc2O1 (stereo not given)	-0.98
CN(C1CCCCC1)S(=O)(=O)c1ccc(NC(=O)c2ccco2)cc1	-2
Cc1cc2nc3n(c2cc1C)CC1CC(C(=O)NCc2ccco2)N(C)C31 (stereo not given)	-0.054
O=C(CNC(=O)c1ccco1)OCC(=O)c1ccc2c(c1)CCCC2	-0.14
O=C(Nc1c(F)cc(F)cc1Br)c1ccco1	0.27
O=C(COC(=O)c1ccccc1NC(=O)c1ccco1)NCc1ccc2c(c1)OCO2	0.21
COc1ccccc1C(=O)N(Cc1ccco1)C1CCS(=O)(=O)C1 (stereo not given)	-1.3
COc1ccccc1OCc1csc(NC(=O)c2ccco2)n1	-1.1
CCc1nc(N[C@@H](Cc2c[nH]c3ccccc23)C(=O)O)c2oc3ccccc3c2n1	0.68
CCOC(=O)COn1c(=O)c(-c2ccco2)[n+]([O-])c2ccccc21	-0.25

New compounds follow.
SMILES	Cav3 T inh
COc1ccc(C2C(C#N)=C3NC(=O)c4c(sc5c4CCCCC5)N3C3=C2C(=O)CC(C)(C)C3)cc1 (stereo not given)	-2.2
COCCCNc1nc2c(c(=O)[nH]c(=O)n2C)n1CC(O)COc1cccc(C)c1 (stereo not given)	-0.056
COc1ccc(Oc2ccccc2C=O)cc1	1.1
COc1cc(-c2nnc(COC(=O)c3cc(C)nc4ccc(C)cc34)o2)cc(OC)c1OC	0.025
CCOC(=O)c1ccc(NC(=O)c2cnccn2)cc1	-1.4
Cn1nnnc1SCc1nc2ccccc2[nH]1	-0.58
COc1ccccc1N1CCN(C(=O)COc2ccc(C)cc2Br)CC1	-3.4
CN(C)c1ccnc(Oc2ccc(Cl)cc2)c1C#N	-0.46
O=C(Nc1cccc(C(F)(F)F)c1)OCCN1CCN(Cc2ccccc2)CCC1=O	-0.56
COC(=O)c1ccc(-c2ccco2)n1Cc1nc(-c2ccc(OC)c(OC)c2)oc1C	-1.6
Cc1ccc(S(=O)(=O)Nc2cc(NC(=O)CN3CCOCC3)ccc2Cl)cc1	1.1
Cc1cc(NC(=O)NC(=O)c2ccc(F)cc2F)n[nH]1	-0.62
CCN(CC)c1ccc(-c2nnc(SCC(=O)Nc3ccccc3C#N)n2-c2ccccc2)cc1	-2.4
Cc1ccc(C)c2c1cc(C)c1nnc(SCc3ccccn3)n12	1.1
O=C(CSc1nc(-c2ccccc2)cs1)NCc1ccco1	-2.1
O=C(Nc1cccc2c1CCCC2)c1ccncc1	1.5
C=CCN1C(=O)C2(c3ccccc31)C1CCCC=C1C(C#N)=C(N)C2(C#N)C#N (stereo not given)	-0.052
CCN(CC)S(=O)(=O)c1cc([N+](=O)[O-])ccc1NNC(=O)Nc1ccccc1OC	-9.1*
CC(=O)[C@@]1(O)CC[C@H]2[C@@H]3C[C@H](C)C4=CC(=O)C=C[C@]4(C)[C@@]3(F)[C@@H](O)C[C@@]21C	1.9
Cn1c2ccccc2c2cc(C(=O)OCC(=O)N3CC(=O)Nc4ccccc43)sc21	-1.1
Cc1cc(C)c(C2C(C#N)=C(N)Oc3n[nH]c(C)c32)cc1CN1CCOCC1 (stereo not given)	1.2
COc1ccc(NC(=O)CSc2nnc(-c3cccs3)n2Cc2ccco2)cc1OC	0.94
O=C(CCC1CCCC1)c1c(O)c2ccccc2oc1=O	-8*
COc1ccc(CN2CCCCC2c2cccnc2)c(OC)c1C (stereo not given)	0.079
COc1ccc(-n2c(C)nnc2SCC(=O)N2C(C)CCCC2C)cc1 (stereo not given)	-1.1
O=C(Nc1ccc2oc(-c3ccccc3F)nc2c1)c1ncn[nH]1	2.2
COc1ccc(N(CC(=O)Nc2ccc3c(c2)OCCO3)S(=O)(=O)c2cccnc2)cc1	0.031
Cc1[nH]c(-c2ccco2)nc1C(=O)O	-0.93
Cc1sc(NC(=O)c2cc3ccccc3oc2=O)c(C(=O)OC(C)C)c1-c1ccccc1	0.33
COCCCNC(=O)/C=C/c1cccc(Cl)c1	-1.3
CCOC(=O)N1CCN(C(=O)CCn2nc(-c3ccc(Cl)cc3)ccc2=O)CC1	-0.45
COc1ccc(N2CCN(C(=O)CSc3nnnn3-c3ccc4c(c3)OCCO4)CC2)cc1	-1.3
CC1(C)CC(=O)C(CC(=O)NC(=O)NCc2ccccc2)=C(O)C1	-0.43
COc1ccccc1NC(=O)c1ccccc1-c1nc(-c2ccccc2OC)no1	-2.6
Cc1cccc(-n2c(C)nc3c(cnn3-c3ccc(F)cc3)c2=O)c1	-0.21
COc1ccc(Cl)cc1NC(=O)c1cccnc1	-0.62
O=C(Nc1cc(Cl)c(O)c(Cl)c1)C1CCCO1 (stereo not given)	0.075
Cc1nc(C)c(C(=O)N/N=C/c2c[nH]c3ccccc23)s1	-0.073
CC1CCN(C(=O)Cn2cc(C(=O)C3CC3)c3ccccc32)CC1	0.22
CCS(=O)(=O)Nc1ccc(C(=O)CC2(O)C(=O)Nc3ccccc32)cc1 (stereo not given)	0.53
COc1ccc(CCNC(=O)C2CCN(C(=O)N(C)C)CC2)cc1OC	-0.12
O=c1cc(C(F)(F)F)[nH]c2c(C(F)(F)F)cccc12	-1.5
COc1cc2[nH]c(=O)n(CCCCCC(=O)NCCCN3CCOCC3)c(=O)c2cc1OC	-0.32
Cc1nnc2sc(-c3csc4c3CCCC4)nn12	-2.3
O=C1CSC(=Nc2ccccc2Cl)N1	0.45
O=C(O)c1cc2sccc2s1	0.18
COc1ccccc1-c1nnc(SCc2nc3ccccc3[nH]2)n1C	0.045
Cc1cccc2cc(/C=C3\N=C(c4ccccc4)OC3=O)c(N3CCOCC3)nc12	-6*
O=C(Nc1ccccc1)N1CCN(c2ccccn2)CC1	-0.032

Bioassay records as filed in PubChem BioAssay.

This is a subset; the hit share may differ from the screen's.
